# Compound activity from PubChem BioAssay.
# Tn7 DDE FP: DD(E)-Tn7 binding inhibition, primary FP screen. FP displacement of FITC-Tn7 peptide from fibrin DD(E); 0% = median of compound wells per plate. P02675. inhibition, % at 8.3 µM. 0.13% of 370,000 active. AID 720508;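 active = inhibition above the mean of compounds falling within the control limits plus 3 SD of them, cut at about 14% in these data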;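 note: 0% = plate median of compound wells and 100% = 10 µM Aha-Tn7 peptide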
#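 System: human fibrin DD(E); quantity: Fibrin-DD(E) at 2 µM final; also added: fluorescent Tn7 probe at 0.1 µM; compound dosing: single nominal test concentration of 8.3 µM per compound; schedule: 10 min preincubation, 3 h with tracer, room temperature; detection: fluorescence polarization of the labelled Tn7 tracer; repeats: one replicate per compound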
# HTRA1 inh: blocks human HTRA1 serine peptidase; Q92743; 0.5% of 340,000 active; inhibition, % at 5.96 µM; recombinant HTRA1, FP-rhodamine activity-based probe, fluorescence polarization; in the data active = inhibition above about 36%;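 note: 0% = enzyme with DMSO and 100% = wells lacking enzyme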
# Target sequence (Q92743 whole entry, looked up): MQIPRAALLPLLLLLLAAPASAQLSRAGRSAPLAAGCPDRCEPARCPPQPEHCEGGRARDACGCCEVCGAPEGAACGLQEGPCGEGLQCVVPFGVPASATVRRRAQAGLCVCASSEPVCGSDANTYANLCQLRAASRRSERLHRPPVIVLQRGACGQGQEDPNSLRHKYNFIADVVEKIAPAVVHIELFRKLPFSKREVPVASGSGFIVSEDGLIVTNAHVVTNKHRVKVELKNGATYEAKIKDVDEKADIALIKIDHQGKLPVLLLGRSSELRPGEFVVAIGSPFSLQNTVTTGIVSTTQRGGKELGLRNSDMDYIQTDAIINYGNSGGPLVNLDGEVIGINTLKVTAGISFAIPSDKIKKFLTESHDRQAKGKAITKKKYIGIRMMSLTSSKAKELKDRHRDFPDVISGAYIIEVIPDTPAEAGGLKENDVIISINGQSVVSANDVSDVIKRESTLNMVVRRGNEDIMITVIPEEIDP
# TCR CD3 inh: blocks the human TCR-CD3 interaction; TAMRA-labeled TCR probe fluorescence, biochemical; inhibition, % at 9.4 µM; 0.37% of 360,000 active; AID 651800; in the data active = inhibition above about 19%;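 note: recombinant mutant TCR 2C K166C tagged with TAMRA read by polarization; 0% = receptor in buffer alone and 100% = receptor with positive control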
# ABHD4 inh: ABHD4 (mouse) inhibition, primary FP screen; Q8VD66; inhibition, % at 8.92 µM; 0.54% of 370,000 active; purified mABHD4, FP-Rh probe fluorescence polarization; AID 720543;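 active = inhibition exceeding the mean over every tested compound plus 3 SD, cut at about 30% in these data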;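 note: 0% = plate median of compound wells and 100% = S159A mutant with DMSO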
# Target sequence (Q8VD66 whole entry, looked up): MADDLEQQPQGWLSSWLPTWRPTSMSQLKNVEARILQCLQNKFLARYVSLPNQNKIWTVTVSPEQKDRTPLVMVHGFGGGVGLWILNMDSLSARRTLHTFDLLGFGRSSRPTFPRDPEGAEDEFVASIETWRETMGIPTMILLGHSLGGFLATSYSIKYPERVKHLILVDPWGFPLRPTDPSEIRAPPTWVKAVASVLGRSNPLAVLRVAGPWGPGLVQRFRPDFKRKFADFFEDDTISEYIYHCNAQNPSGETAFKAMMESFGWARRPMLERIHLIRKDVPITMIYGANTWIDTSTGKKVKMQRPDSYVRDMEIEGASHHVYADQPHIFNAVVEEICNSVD
#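 Assay system: wild-type mouse ABHD4 protein; compound: single nominal dose of 8.92 µM, 0.89% DMSO final; schedule: 45 min + 60 min at 25 °C; measured by: FP readout, ex 525 nm / em 598 nm; evaluation: % inhibition of FP-Rh probe binding versus controls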
# PG9 Ab binder: binds the HIV-1 gp120 antibody PG9. TR-FRET gp120-PG9 antibody binding. inhibition, % at 6.7 µM. 0.43% of 360,000 active; in the data active = inhibition above about 8.5%
# PRMT1 FP inh: blocks human protein arginine methyltransferase 1; recombinant PRMT1, activity-based probe fluorescence polarization; Q99873; AID 652257; 1.3% of 370,000 active; inhibition, % at 2.79 µM;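 active = inhibition above about 21% made by adding two undisclosed values, limit read from the data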
# TDP2 absorb: TDP2 (human) inhibition, absorbance primary screen; O95551; recombinant TDP2, T5PNP hydrolysis, p-nitrophenol absorbance 415 nm; inhibition, % at 12.8 µM; 0.34% of 370,000 active; AID 720702;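 active = inhibition above the mean of all tested compounds plus 3 SD, set per campaign, cut at about 25% in these data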;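 note: 0% = DMSO with enzyme and 100% = buffer with substrate but no TDP2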
#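 Test system: human TDP2 enzyme; Input: 120 nM TDP2 per well; Buffer or medium: Mg2+-containing Tris-HCl buffer, pH 7.5; Reagent: 5 mM T5PNP; Dosing: 12.8 µM single point, 1% DMSO; Incubation: reaction 2 h, 37 °C; Detection: p-Nitrophenol epi absorbance; Read-out: % inhibition relative to enzyme-containing and enzyme-free wells; Replicates: single well per compound.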
# LEDGF integ inh: blocks HIV-1 LEDGF/p75-dependent DNA integration; inhibition, % at 3.7 µM; 0.64% of 370,000 active; TR-FRET IN-LEDGF/p75 DNA integration, Eu/Cy5;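 active = inhibition above the screen-wide mean plus 3 SD, cut at about 13% in these data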;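 note: signal is the Cy5 over europium emission ratio at 671 and 618 nm; 0% = plate median of compound wells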
# SIAE primary: inhibitors of human sialic acid acetylesterase SIAE | inhibition, % at 9.66 µM | Q9HAT2 | SIAE FP-Rh probe binding, fluorescence polarization | AID 1053197 | 0.69% of 370,000 active;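 active = inhibition above a cutoff: mean of compounds within the control limits plus 3 SD of those, cut at about 17% in these data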;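 note: 0% = plate median of compound wells and 100% = probe without SIAE protein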
# UHRF1 binding: blocks human UHRF1 binding to methylated DNA; UHRF1 binding to methylated oligo, TR-FRET; inhibition, % at 4.4 µM; 0.75% of 370,000 active; AID 687016; in the data active = inhibition above about 21%;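 note: UHRF1 SRA domain binding a hemimethylated CpG hairpin DNA probe; 0% = median of test compound wells and 100% = reference inhibitor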
# The depositor's hits bear a star; x = not tested or not shown.
SMILES,Tn7 DDE FP,HTRA1 inh,TCR CD3 inh,ABHD4 inh,PG9 Ab binder,PRMT1 FP inh,TDP2 absorb,LEDGF integ inh,SIAE primary,UHRF1 binding
Cc1nn(C(C)C)c(C)c1CN1CCCC(CCC(=O)NCc2ccccc2F)C1 (centres undefined),2,4,-1,-2,-2.1,1,-4,-9,-2,4
O=C(O)c1cccc([N+](=O)[O-])c1C(=O)Nc1cccc2ccccc12,4,14,0,16,-2.8,-2,-14,-3,-2,0
O=C(NCc1ccco1)c1cccn2c(=O)c3sccc3nc12,5,-1,-5,0,1.3,18,-8,7,-3,0
O=C1C=C(c2ccccc2)CC(c2cccs2)C1n1cnc([N+](=O)[O-])c1 (centres undefined),-5,13,0,12,-2.1,2,-6,2,4,-2
O=c1[nH]c2ccccc2n2c(C(F)(F)F)nnc12,-57,8,1,7,-0.3,-5,-18,-4,3,2
COCC(=O)Nc1ccc(S(=O)(=O)Nc2nccs2)cc1,-1,4,6,-1,-1.4,-4,13,4,-2,-2
Fc1ccc(-c2nc3c(-c4ccc(F)cc4)cnn3cc2CCN2CCOCC2)cc1,-8,-5,-2,-8,0.7,-4,-27,3,-4,1
CCOC(=O)C1=C(C(=O)OCC)N(CC2CCCCC2)CCC1=O,-1,2,2,2,-0.4,-3,6,-2,-1,0
CCOC(=O)c1ccc(NC(=O)CN(C)S(=O)(=O)c2ccc(OC)cc2)cc1,1,-16,-11,-6,3.3,4,-12,-1,-1,3
CC(=O)Nc1ccc(C=CC(=O)c2ccc([N+](=O)[O-])cc2)cc1,2,5,-5,3,-4.5,-5,-5,0,-11,6
O=C(COC(=O)c1ccc([N+](=O)[O-])o1)NC1CCCc2ccccc21 (centres undefined),0,21,-3,6,-1.7,2,14,2,1,-3
CC(=O)NC(Cc1ccccc1)C(=O)OCC(=O)c1ccc(Br)cc1 (centres undefined),-4,3,5,3,-2.4,-4,-1,1,6,0
CCn1c2ccccc2c2cc(NS(=O)(=O)c3ccccc3C)ccc21,-4,-22,4,-7,-1.0,-3,0,1,-10,-3
O=C(NC(=S)Nc1ccccc1N1CCCCC1)c1ccc(F)cc1Cl,-7,-28,4,9,-2.3,1,-4,2,-10,0
CN(C)S(=O)(=O)c1cccc(NC(=O)CN2C(=O)NC(CCc3ccccc3)C2=O)c1 (centres undefined),-10,-4,-2,-6,-2.0,-12,-6,-1,4,-4
CCOC(=O)N1CCN(C(=O)c2ccc3nc(-c4ccccc4)c(-c4ccccc4)nc3c2)CC1,-3,-1,-5,-10,2.1,6,-4,1,2,5
COc1ccc(NS(=O)(=O)c2ccc(C(=O)OC(C)C(=O)N3CCOCC3)cc2)cc1 (centres undefined),0,4,-8,3,-2.7,3,2,-6,7,4
O=C1Cn2c(nc3ccccc32)N1c1ccccc1F,2,6,-1,-7,-2.4,-3,4,-2,-8,4
COC(=O)C(C(C)C)N1CCc2c(C)nc3c(C#N)cnn3c21 (centres undefined),-3,6,1,4,0.1,1,13,2,-3,1
COC(=O)CCCCC1SCC2NC(=O)NC21O (centres undefined),1,6,3,6,0.3,11,7,41*,-1,-1
CC(C)CC(c1nnnn1C1CCCC1)N1CCN(C(=O)c2ccco2)CC1 (centres undefined),-4,9,2,2,-0.8,3,8,1,-1,15
N=c1c2c3c(sc2ncn1CCCN1CCOCC1)CCCCC3,2,-2,11,-5,-1.2,-2,-4,-2,7,1
C[C@H](NC(=O)c1nc[nH]c1C(=O)NCc1ccc(CNC(=O)OC(C)(C)C)cc1)C(=O)OC(C)(C)C,-4,-14,-1,-11,0.0,1,-2,-2,-10,-1
ClC1(Cl)CC1Cn1c(C2CC2)nc2ccccc21 (centres undefined),3,2,-4,1,-0.9,2,-1,-2,-3,0
O=C1NCC(=O)N(Cc2ccccc2)/C1=C/c1ccccc1,-8,0,-3,0,-2.7,0,-6,3,0,1

# Three entries from above, reformatted:
Tn7 DDE FP	HTRA1 inh	TCR CD3 inh	ABHD4 inh	PG9 Ab binder	PRMT1 FP inh	TDP2 absorb	LEDGF integ inh	SIAE primary	UHRF1 binding	canonical_smiles
-4	-22	4	-7	-1.0	-3	0	1	-10	-3	CCn1c2ccccc2c2cc(NS(=O)(=O)c3ccccc3C)ccc21
-7	-28	4	9	-2.3	1	-4	2	-10	0	O=C(NC(=S)Nc1ccccc1N1CCCCC1)c1ccc(F)cc1Cl
-10	-4	-2	-6	-2.0	-12	-6	-1	4	-4	CN(C)S(=O)(=O)c1cccc(NC(=O)CN2C(=O)NC(CCc3ccccc3)C2=O)c1 (centres undefined)

# Later entries
SMILES,Tn7 DDE FP,HTRA1 inh,TCR CD3 inh,ABHD4 inh,PG9 Ab binder,PRMT1 FP inh,TDP2 absorb,LEDGF integ inh,SIAE primary,UHRF1 binding
NC(=O)c1ccsc1NC(=O)COC(=O)c1cnccn1,0,12,11,4,-2.2,2,-8,0,-3,-1
Cc1ccc(SCC(=O)Nc2c(Br)cnn2C)cc1,5,8,1,4,-3.6,1,10,-4,-1,1
CCC(=O)Nc1c(C(=O)Nc2cccc(OC)c2)oc2ccccc12,7,-27,0,-14,-1.8,-1,-6,-4,-9,-4
Nc1nc(N)nc(-c2ccccc2-c2nc(N)nc(N)n2)n1,1,10,1,7,-1.3,2,-4,-3,-2,1
CCCC1(C(=O)OCC)NC(c2ccco2)C2C(=O)N(C)C(=O)C21 (centres undefined),1,1,5,6,-0.7,0,-13,-2,-3,1
COc1ccc(OC)c(C2=Nn3c(nnc3-c3cc(OC)c(OC)c(OC)c3)SC2)c1,-8,-20,-9,0,0.4,1,6,-1,-9,16
CCOCCCn1c(SCC(=O)Nc2ccc3[nH]c(=O)[nH]c3c2)nc2ccccc2c1=O,1,-1,2,-16,0.0,8,-11,-2,-1,2
CCOC(=O)c1ccc(NC(=O)CSc2nnc(-c3cccs3)n2C)cc1,6,5,-1,-7,-2.0,4,-10,-3,0,6
Cc1c(O)ccc2c3c(c(=O)oc12)CCCC3,-3,-7,-2,-1,2.7,3,7,0,1,-2
O=[N+]([O-])c1cc(C(F)(F)F)ccc1NCCc1ccncc1,0,2,3,-4,-0.1,0,1,-5,-3,-1
Cn1nc(C(=O)NCc2ccc(F)cc2)c2ccccc2c1=O,-5,1,3,2,0.3,0,-2,2,-3,3
COc1ccc(OC)c(C=Cc2ccc([N+](=O)[O-])cc2)c1,11,-9,0,-7,-1.2,0,2,-4,3,-2
N=c1sccn1CC(=O)Nc1cc(S(=O)(=O)N2CCCC2)ccc1Cl,-7,6,1,4,0.0,2,0,-1,-4,2
COc1ccccc1CNC(=O)C1Cc2cc(S(=O)(=O)N3CCCC3)ccc2N1C(C)=O (centres undefined),6,-7,3,0,-1.0,0,-1,0,-3,-1
CCc1nnc(SCC(=O)Nc2ccc(N3CCOCC3)cc2)o1,4,2,-3,-6,-0.4,0,-7,-2,3,-4
COc1ccc(NC(=O)N(CCc2ccccc2)Cc2cc3c(C)cc(C)cc3[nH]c2=O)cc1,-2,-52,8,-1,-1.7,2,-4,-1,13,0
COc1ccc2ccccc2c1C=NNC(=O)CN1CCN(Cc2ccccc2)CC1,-1,x,x,3,x,4,-11,1,-4,-2
O=C(Nc1ccc(S(=O)(=O)C(F)F)cc1)c1ccc2c(=O)n3c(nc2c1)CCC3,-2,-1,2,-11,1.8,-7,-12,7,-16,-4
NNC(=O)c1cc(C23CC4CC(CC(C4)C2)C3)[nH]n1,2,-47,3,-6,-0.6,6,-23,-3,0,5
CC(C)(C)NS(=O)(=O)c1ccc(NC(=O)Cc2ccccc2[N+](=O)[O-])cc1,-6,-22,3,2,3.9,4,-1,-1,-7,0
CCOC(=O)c1cc2c(ccc3nc(C)c(C)c32)[nH]c1C,-4,1,-4,4,6.2,0,-7,3,10,0
Clc1cccc(Cl)c1/C=N\Nc1nccs1,0,-3,-7,17,-2.2,1,3,-1,9,-2
CCC1=C(OC(=O)N(CC)CC)N2C(=O)OC(=NCC(=O)OC)[C@]2(Cc2ccccc2)[C@H]2C1=CC[C@H]1C(=O)NC(=O)[C@H]12,-4,-4,5,3,-2.3,-1,-6,2,-6,1
CC#CCN1c2ccccc2[C@]23C[C@@H](C(=O)OC)N(C(=O)NC4CCCCC4)C2=NC(C(=O)OC)=C(C(=O)OC)[C@H]13,-4,-6,3,1,0.2,-4,-5,3,-1,-3
Cc1cc2ncn(-c3ncnc4sc5c(c34)CCCC5)c2cc1C,-1,x,0,2,0.2,-3,3,1,-3,13
# The results go on:
SMILES,Tn7 DDE FP,HTRA1 inh,TCR CD3 inh,ABHD4 inh,PG9 Ab binder,PRMT1 FP inh,TDP2 absorb,LEDGF integ inh,SIAE primary,UHRF1 binding
NC(=S)N/N=C\c1ccc(-c2cccc(Cl)c2Cl)o1,0,0,4,2,0.4,3,5,-2,5,-4
Cc1nn(C)cc1C(C(=O)NC1CCCCC1)N(C(=O)Cc1cccs1)c1ccc(C(C)C)cc1 (centres undefined),2,-3,0,10,-0.7,0,-7,-1,-2,0
CC(C)OCCCNc1nc(Cl)nc2c1cnn2C,-2,1,-5,2,-1.1,1,4,1,1,-1
O=C(N/N=C/c1ccc(-c2cccc([N+](=O)[O-])c2)o1)c1ccc([N+](=O)[O-])cc1,-2,6,-6,-1,0.0,1,-6,1,5,-2
CC(=O)Nc1nc2ccccc2n1Cc1ccccc1,2,2,9,3,0.1,-1,2,3,0,-1
Cc1ccc(S(=O)(=O)N2CCN(CC(=O)N/N=C\c3cccnc3)CC2)cc1,-10,7,7,0,0.3,0,2,1,1,-3
COC(=O)c1cc(NC(=O)c2cc(-c3ccc(Cl)cc3)oc2C(F)(F)F)ccc1N1CCOCC1,-2,-14,10,-14,-1.1,0,-6,2,-3,-1
O=C(Cn1cccc1C(=O)c1ccccc1)NCc1ccccc1,4,1,1,-7,0.2,-1,4,2,-4,1
O=C(O)CC(CNS(=O)(=O)c1cccc2nsnc12)c1ccccc1 (centres undefined),-1,x,-3,-5,-2.8,2,0,3,-1,-2
OC(c1ccc(F)c(F)c1)c1ncc(-c2cccc(C(F)(F)F)c2)[nH]1 (centres undefined),4,x,3,-11,-2.0,1,4,2,-1,-1
CC(=O)c1sc(NC(=O)C(C)(C)C)nc1C,-9,-2,-3,2,5.7,-1,-8,-1,0,3
CCOC(=O)c1c(C)[nH]c(C(=O)CSc2nnnn2-c2ccc(C)cc2)c1C,-7,-10,4,2,0.8,-3,-8,2,-3,-1
Cc1cccc(NC(=S)NCCc2ccc3c(c2)OCCO3)c1C,-2,-8,4,-4,0.3,0,-3,-4,-4,5
Cc1ccc2nc(CSc3nnc4ccccn34)cc(=O)n2c1,2,0,6,-7,-0.8,2,-5,-1,1,-2
CC(CNC1CCCCC1)OC(=O)c1ccc([N+](=O)[O-])cc1 (centres undefined),3,1,-8,5,-0.2,-1,3,-1,-4,-2
CC12CN3CC(C)(CN(C1)C3c1c[nH]c3ccccc13)C2=O (centres undefined),-3,0,9,5,-2.8,-2,6,-3,5,1
